Source: PubChem BioAssay
XiGFP reactiv – X-chromosome reactivation activator; AID 743238; 0.055% of 360,000 active; XiGFP mouse fibroblasts, % GFP-positive cells imaging, 3 d; cells co-treated with 5-aza-dC sensitizer; scaled so ellipticine positive control = 100%; activation, % at 7.58 µM;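 active means mean normalized replicate activation at least 10% and every replicate at or above 10%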;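 further: 0% = median of on-plate neutral control wells and 100% = ellipticine 6 µM median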
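Assay system – SV40-immortalized XiGFP fibroblast cells, line 68-5-11 · Buffer or medium – DMEM supplemented with 5-aza-dC as sensitizing agent · Dosing – one concentration, pinned · Benchmarks – positive control ellipticine, 6 µM final · Times – 3 days compound exposure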
CFTR F508del cor – CFTR F508del correction in bronchial cells | AID 720511 | activity (quench increase), % at 7.58 µM | CFBE cells, YFP halide quenching; stimulated with forskolin plus potentiator P3; % fluorescence drop versus neutral controls | 0.36% of 350,000 active;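 active means mean added fluorescence quench of at least 8% versus neutral control, with both replicates also reaching 8%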;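 further: cells transiently co-express mutant CFTR-F508del with the halide-sensitive YFP; corrector assay measuring rescue of mutant channel to the surface after 24 h compound exposure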
RAD52 inh – RAD52 (human) annealing inhibition; inhibition, % at 18.7 µM; recombinant RAD52 DNA annealing, FRET fluorescence; 0.46% of 360,000 active; AID 651710; P43351;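 active means every replicate showing at least 50% inhibition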
ARNT-TACC3 inh – disruptors of human ARNT/TACC3 interaction. Q9Y6A5. AlphaScreen His-ARNT PAS-B/GST-TACC3 binding, luminescence; TACC3 fragment carries E629A point mutation. inhibition, % at 9.99 µM. 0.66% of 390,000 active. AID 623870;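 active means mean inhibition of replicates at least 50% and at least half of replicates each reaching 50%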;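 further: 0% = complete ARNT plus TACC3 wells and 100% = ARNT alone without TACC3; many hits fall short of the cut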
RAD54 inh – RAD54 (human) branch migration inhibition; inhibition, % at 10.4 µM; Q92698; 0.14% of 360,000 active; RAD54 Holliday junction branch migration, FAM/BHQ fluorescence;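 active means mean normalized replicate activity at least 40 and at least half of replicates scoring 40 or more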;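 further: 0% = median of neutral control wells and 100% = median of positive control wells; inhibitors cause a drop in the FAM fluorescence signal; in these data hits start at about 50%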
Target sequence (Q92698 whole entry, looked up): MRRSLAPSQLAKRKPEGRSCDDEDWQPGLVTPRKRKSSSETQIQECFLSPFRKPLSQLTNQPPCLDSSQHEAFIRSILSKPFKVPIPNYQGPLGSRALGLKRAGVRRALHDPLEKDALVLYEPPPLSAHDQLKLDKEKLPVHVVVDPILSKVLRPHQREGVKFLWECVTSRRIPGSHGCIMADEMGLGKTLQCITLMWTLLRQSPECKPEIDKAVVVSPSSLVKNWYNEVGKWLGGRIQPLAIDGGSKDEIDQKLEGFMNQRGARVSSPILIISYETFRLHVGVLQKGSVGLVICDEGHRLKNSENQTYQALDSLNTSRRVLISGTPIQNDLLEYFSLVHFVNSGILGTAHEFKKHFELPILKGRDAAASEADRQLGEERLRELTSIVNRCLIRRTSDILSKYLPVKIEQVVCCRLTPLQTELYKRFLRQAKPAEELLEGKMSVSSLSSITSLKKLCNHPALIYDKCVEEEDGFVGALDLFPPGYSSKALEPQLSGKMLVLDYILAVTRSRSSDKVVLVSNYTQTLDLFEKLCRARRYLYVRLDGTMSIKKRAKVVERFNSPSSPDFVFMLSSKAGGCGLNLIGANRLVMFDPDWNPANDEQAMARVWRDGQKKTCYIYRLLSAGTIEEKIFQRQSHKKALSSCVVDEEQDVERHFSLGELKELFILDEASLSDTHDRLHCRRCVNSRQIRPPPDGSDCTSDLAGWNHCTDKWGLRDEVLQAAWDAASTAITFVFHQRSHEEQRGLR
INS-1E GSIS act – GLuc luminescence reporter in INS-1E cells, primary screen for activators of glucose-dependent secretion of insulin | INS-1E GLuc reporter insulin secretion, 2-3 h | activation, % at 16.6 µM | 0.61% of 370,000 active | AID 743287;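 active means lowest replicate activation of at least 40%, so every replicate reaches that level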;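 further: 0% = median of neutral control wells and 100% = median of IBMX positive control wells; some compounds called inactive have numbers as strong as hits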
ERAP1 inh – inhibitors of human ERAP1 aminopeptidase. inhibition, % at 10.7 µM. recombinant ERAP1, Leu-AMC fluorescence, 60 min. Q9NZ08. 0.15% of 340,000 active;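 active means mean replicate inhibition of at least 30%, or all replicates individually reaching that 30% level; inactive means mean below 30% and not every replicate reaching it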;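 further: 0% = neutral control wells and 100% = L-leucinethiol positive control wells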
esBAF inh – inhibitors of esBAF chromatin remodeling in mouse ES cells; Bmi1-luciferase knock-in reporter, 24 h; 100% = twice the neutral-well signal; reporter increase, % at 12.5 µM; 2% of 350,000 active; AID 602393; in the data active means activation above about 40%;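 further: 0% = median of the plate's neutral control wells and 100% = double that signal; a rise in the Bmi1 reporter signal indicates esBAF inhibition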
Active calls of the source: *; nt = not tested or not shown.

compound,XiGFP reactiv,CFTR F508del cor,RAD52 inh,ARNT-TACC3 inh,RAD54 inh,INS-1E GSIS act,ERAP1 inh,esBAF inh
O=C(N/N=C/c1cccc(O)c1)C(=O)N1CCCCCC1,0.0,1.6,10.9,8.9,3.1,-9.3,-0.9,-1.1
COC(=O)Cn1c(C)nc([N+](=O)[O-])c1Br,0.0,-2.3,11.9,1.3,-0.4,13.3,-0.9,25.6
Cc1oc(-c2ccccc2)nc1CS(=O)CC(=O)O (stereo not given),0.0,-8.7,-5.3,-2.9,-14.1,nt,-2.1,-6.4
S=C(Nc1ccc(OCc2ccccc2)cc1)Nc1cccc(Cl)c1Cl,-0.2,nt,nt,-5.2,-0.1,5.1,nt,nt
COc1ccc(CC(=O)N/N=C/c2sccc2C)cc1,0.3,-2.2,-8.8,-2.4,2.8,3.2,0.1,30.6
COc1cc(OC)nc(NC(=O)CSc2nc3ccccc3[nH]2)n1,nt,-1.3,-2.5,1.7,-2.3,16.4,5.2,5.3
COc1ccc(C(O)(CCC(C)C)C(CN2CCOCC2)c2ccccc2)cc1 (stereo not given),-0.1,1.7,0.3,-0.2,-4.8,16.0,-8.3,-2.5
CCOC(=O)c1ccccc1NC(=O)CSc1nc2ccccc2o1,nt,nt,nt,-1.5,7.3,28.8,nt,2.8

More compounds:
compound,XiGFP reactiv,CFTR F508del cor,RAD52 inh,ARNT-TACC3 inh,RAD54 inh,INS-1E GSIS act,ERAP1 inh,esBAF inh
COCC(=O)N(C)C[C@H]1Oc2ncc(C3=CCCC3)cc2C(=O)N([C@H](C)CO)C[C@@H]1C,0.1,-2.0,0.9,-5.3,6.2,8.5,-1.5,-2.2
COc1cc(C)c(NC(=O)C(=S)NCc2ccccc2)cc1C,0.0,0.5,-9.5,-3.3,nt,9.9,3.7,nt
Cc1cnc(CN(C)C(=O)CC2C(=O)NCCN2CCCc2ccccc2)[nH]1 (stereo not given),0.2,0.8,-11.0,2.8,2.1,-7.6,1.6,4.4
C[C@@H]1CN([C@H](C)CO)S(=O)(=O)c2ccc(Br)cc2O[C@H]1CN(C)C(=O)CC1CC1,0.0,-0.1,11.7,-10.3,-6.3,-6.3,4.5,-3.1
C=CCNc1ccc(N2C(=O)CCCC2=O)cc1[N+](=O)[O-],-0.1,-0.9,-128.1,-3.8,-2.1,-2.8,1.0,-2.6
O=S(=O)(c1ccc(F)cc1)c1nc(-c2ccco2)oc1NCCCn1ccnc1,0.0,0.8,-10.6,nt,-17.3,23.2,-0.9,-1.1
Cc1cc(O)ccc1Nc1nc(-c2cccs2)cs1,0.0,-0.8,-15.9,nt,nt,1.2,0.2,nt
COc1ccc(-c2nnc(-c3ccc(F)cc3)o2)cc1,0.0,0.1,-16.5,nt,nt,1.6,0.9,13.4

Remaining list, next part
compound,XiGFP reactiv,CFTR F508del cor,RAD52 inh,ARNT-TACC3 inh,RAD54 inh,INS-1E GSIS act,ERAP1 inh,esBAF inh
Cc1ccc(C(=O)NCCC2=CCCCC2)cc1S(=O)(=O)N1CCOCC1,-0.1,0.1,1.1,1.6,nt,-10.2,3.2,nt
Cc1cc(S(=O)(=O)N2CCCCC2)ccc1OCC(=O)Nc1ccccc1,0.1,3.8,-4.4,3.9,1.3,-17.3,-2.3,nt
NC(=O)N/N=C/c1ccccc1OC(=O)c1ccccc1Br,0.0,0.4,-9.8,-14.6,nt,-3.3,0.7,nt
CCCc1nc(SCC(=O)NC2CCCC2)c2ccccc2n1,-0.1,1.4,-18.2,-3.1,nt,-8.0,-7.7,36.7
Cc1ccc(NC(=O)C2C3C=CC(O3)C2C(=O)O)c(C)c1 (stereo not given),0.0,-7.3,-8.5,-10.2,-5.3,-4.0,0.9,-4.5
Cc1ccc(S(=O)(=O)NCc2ccccc2)cc1C(=O)N1CCN(c2ccccc2)CC1,-0.4,4.7,6.6,3.5,-2.3,-33.2,1.8,3.4
C[C@H](CO)N1C[C@H](C)[C@@H](CN(C)Cc2cccnc2)Oc2cc(C3=CCCC3)ccc2S1(=O)=O,0.0,0.6,3.3,5.1,-5.4,-10.4,1.2,-0.7
COc1cccc(NC(=O)N(C)C[C@H]2Oc3cc(/C=C/c4ccccc4)ccc3S(=O)(=O)N([C@H](C)CO)C[C@H]2C)c1,0.0,-0.9,-15.4,2.3,-2.6,17.3,1.0,-5.1

(more compounds)
compound,XiGFP reactiv,CFTR F508del cor,RAD52 inh,ARNT-TACC3 inh,RAD54 inh,INS-1E GSIS act,ERAP1 inh,esBAF inh
C[C@@H]1CN([C@H](C)CO)C(=O)c2cc(NC(=O)CCC(F)(F)F)ccc2O[C@@H]1CN(C)C(=O)NC1CCCCC1,-0.1,2.8,-9.1,3.4,7.7,-0.6,-0.8,0.9
O=C(O)c1ccc(NN=CC2=C(N3CCOCC3)/C(=C/c3ccccc3)CC2)cc1,0.0,-0.1,-223.0,22.3,-15.2,9.9,2.5,13.5
NS(=O)(=O)c1ccc(N=Nc2c[nH]c(=O)c(O)c2)cc1,0.1,1.3,-387.1,51.9*,-89.8,-23.2,10.9,-8.7
CN1[C@@H]2Cn3c(ccc(-c4cccc(F)c4)c3=O)[C@H]1[C@@H](C(=O)N1CCOCC1)[C@@H]2CO,0.2,-0.4,-2.8,-3.0,-3.1,12.4,-0.2,-1.7
CCOc1cccc2cc(C(=O)NCc3ccccc3Cl)c(=O)oc12,0.0,3.9,-15.0,-2.3,2.6,2.7,0.9,21.5
CC(=O)Nc1ccc(NC(=O)c2c(C)c(-c3ccccc3)nc3ccccc23)cc1,0.2,0.6,-5.3,-9.7,nt,-16.0,3.0,nt
CCOC(=O)c1ccc(N[C@@H]2CCN3C(=O)c4ccccc4[C@@H]3C[C@H]2O)cc1,0.5,0.9,-22.8,3.7,-0.6,-10.0,7.7,-2.6
C=CCn1c(SCC(=O)NC2CC2)nnc1C1CC1,-0.1,-3.5,-10.9,-4.9,-1.0,24.4,-3.0,nt

An excerpt from above, showing only RAD52 inh, esBAF inh and RAD54 inh.
| structure | RAD52 inh | esBAF inh | RAD54 inh |
| --- | --- | --- | --- |
| CCOC(=O)c1ccc(N[C@@H]2CCN3C(=O)c4ccccc4[C@@H]3C[C@H]2O)cc1 | -22.8 | -2.6 | -0.6 |
| C=CCn1c(SCC(=O)NC2CC2)nnc1C1CC1 | -10.9 | nt | -1.0 |

Next part:
compound,XiGFP reactiv,CFTR F508del cor,RAD52 inh,ARNT-TACC3 inh,RAD54 inh,INS-1E GSIS act,ERAP1 inh,esBAF inh
O=C(Nc1cc(Sc2nc3ccccc3s2)cc([N+](=O)[O-])c1)c1ccccc1,0.1,nt,nt,1.4,0.4,0.1,nt,-1.0
CC1(C)CCC(=O)N2CC[C@H]3C[C@H](OC(=O)Nc4ccc(Br)cc4)C[C@@H]1[C@H]32,0.0,-0.6,-8.6,13.2,-5.2,-10.8,1.8,14.9
CCc1nc(=O)c(-c2ccccc2)c(C)n1-c1ccccc1,0.4,-2.8,-13.0,-16.4,4.4,4.4,-2.2,-2.6
COc1ccc(C)cc1S(=O)(=O)N(CC(=O)Nc1cc([N+](=O)[O-])ccc1C)c1ccc(C)c(C)c1,-0.1,-2.2,-14.0,-2.0,nt,13.3,-3.0,nt
O=C(c1ccncc1)N1C[C@@H]2[C@H](c3ccccc31)[C@H](CO)N2Cc1ccc(F)cc1,0.3,2.3,-1.3,7.9,3.4,4.0,-0.9,1.1
CCC1CCCCN1C(=O)CCn1ccnc1 (stereo not given),0.3,-3.0,-7.1,0.7,nt,4.5,-1.3,nt
C[C@@H]1CN([C@@H](C)CO)S(=O)(=O)c2ccc(C3=CCCCC3)cc2O[C@H]1CN(C)C(=O)c1ccncc1,-0.7,1.3,10.6,-0.5,9.6,4.0,-1.0,1.9
COc1ccc(Nc2cc(Cl)nc(N)n2)cc1OC,0.0,0.1,-1.8,5.5,nt,3.7,5.0,nt

New compounds follow:
compound,XiGFP reactiv,CFTR F508del cor,RAD52 inh,ARNT-TACC3 inh,RAD54 inh,INS-1E GSIS act,ERAP1 inh,esBAF inh
O=C1NC(Cc2ccc(O)cc2)c2nc3ccccc3c(=O)n2-c2ccccc21 (stereo not given),0.6,3.8,-14.6,nt,nt,nt,1.8,nt
CNC(=O)C[C@H]1C(=O)N(c2ccccc2)C[C@@H]1CSC,0.2,-1.3,-79.3,nt,0.0,20.8,nt,-5.4
O=C(O)c1ccc([N+](=O)[O-])c2c1C(=O)c1ccccc1C2=O,0.0,-1.1,-27.7,3.2,nt,2.5,nt,nt
CC(Oc1cccc(Br)c1)C(=O)N1CCCN(C)CC1 (stereo not given),0.1,-1.4,-11.1,0.9,6.4,-6.3,-3.5,12.3
Cc1cc2oc(=O)cc(-c3ccccc3)c2c(C)c1-c1ccc(CO)cc1,0.2,1.7,-14.6,3.2,-7.0,46.2,nt,-0.7
COc1ccc2c(C)cc(C)nc2n1,0.2,1.1,-9.3,-8.7,12.8,-0.6,-1.2,-2.8
CCOc1ccccc1OCC(=O)Nc1ccc(N2CCOCC2)cc1N1CCOCC1,-0.1,7.0,-11.5,0.5,2.0,28.8,2.5,0.8
O=C(CNc1cc(S(=O)(=O)N2CCOCC2)ccc1N1CCCC1)Nc1ccc(Cl)cc1F,0.0,1.1,-12.5,nt,-6.9,nt,0.2,-12.4

Other records:
compound,XiGFP reactiv,CFTR F508del cor,RAD52 inh,ARNT-TACC3 inh,RAD54 inh,INS-1E GSIS act,ERAP1 inh,esBAF inh
CCCC#Cc1cnc2c(c1)C(=O)N([C@@H](C)CO)C[C@@H](C)[C@H](CN(C)C(=O)c1ccc(F)cc1)O2,-1.5,-3.1,-3.8,1.6,0.2,-10.4,1.3,3.9
COC(=O)c1c[nH]n2c(=O)cc(CCl)nc12,nt,-1.5,-57.0,3.8,5.4,-14.1,2.5,3.6
COc1cc(C=C2NC(=O)NC2=O)ccc1O,0.2,-0.9,-9.4,nt,-1.3,-9.4,1.2,2.3
COc1ccc(CN(C)C[C@H]2Oc3ccc(NC(=O)CCCCCC(=O)Nc4ccccc4N)cc3CC(=O)N([C@@H](C)CO)C[C@H]2C)cc1,-0.8,-0.4,-8.7,nt,nt,10.1,-0.7,nt
COc1ccc2ccccc2c1/C=N/NC(=O)c1cc(C)[nH]n1,0.3,-2.4,-5.5,7.5,1.8,-3.9,-0.6,-1.8
CCN(CC(=O)NCc1ccc(Cl)cc1)C(=O)COc1ccc(C)cc1C,0.0,-1.2,-0.6,-2.8,0.8,-21.9,1.3,nt
CNc1c(NC(=O)c2ccc3c(c2)OCO3)c(=O)oc2ccccc12,0.4,-1.9,-7.4,-9.7,2.2,17.2,-4.6,2.1
O=S(=O)(Nc1ccc(N2CCOCC2)cc1)c1ccc(F)cc1F,0.1,-0.5,-3.8,-3.7,nt,-4.2,-1.2,nt
Cc1nn2c(=O)cc(COC(=O)c3ccc(NC(=O)C(C)(C)C)cc3)nc2s1,0.0,3.0,5.7,-2.8,16.3,5.5,-3.1,2.4
O=S(=O)(NC1C2CC3CC(C2)CC1C3)c1ccccc1 (stereo not given),-0.1,-0.5,2.6,3.3,-17.1,-35.9,0.2,-3.5
